Screens: PubChem BioAssay, several laboratories
Arr AP2 block – blocks beta-arrestin peptide binding to AP2 adaptin; FITC-arrestin peptide / GST-AP2 beads, flow cytometry; AP2 beta2 appendage carries R879A mutation; 340,000 compounds, 0.31% hits; inhibition, % at 10 µM; AID 504490;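 active = inhibition above a set limit, near 3 SD of compounds lacking own fluorescence, cut at about 54% in these data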;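 also: plate controls were DMSO wells for no effect and 5 µM unlabelled arrestin peptide for full effect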
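Assay system: GST-AP2 R879A bound to glutathione beads, E. coli-expressed; Medium: PBS with 0.05% Tween 20 and 0.1% BSA; Also added: fluorescein-tagged arrestin peptide at 50 nM final; Timing: 12 min plus 1 h, RT; Measured by: flow cytometry, FL1 (488/535 nm); Evaluation: percent drop in bead-associated FITC signal.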
DAGLB inh – diacylglycerol lipase beta (human) inhibition; Q8NCG7; 340,000 compounds, 0.059% hits; inhibition, % at 5.17 µM; HEK293T DAGLB membrane lysate, EnzChek fluorogenic substrate; in the data active = inhibition above about 34%;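 also: 0% = enzyme with vehicle and 100% = wells lacking enzyme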
PKA-R2B act – PKA-R2B complex activation | P22694+P31323 | PKA-R2B holoenzyme dissociation, Cy5-IP20 fluorescence polarization; R2B truncated from residue 108, S112A mutant; 0% DMSO only, 100% 113 µM cGMP | activation, % at 11.4 µM | 340,000 compounds, 0.079% hits | AID 504700;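 active = activation above a cutoff set at the mean over all compounds plus 3 SD, cut at about 18% in these data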;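 also: higher means more holoenzyme dissociation and a rise in polarization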
Target sequence (P31323 whole entry, looked up, other chains not shown, the tested form may be a part): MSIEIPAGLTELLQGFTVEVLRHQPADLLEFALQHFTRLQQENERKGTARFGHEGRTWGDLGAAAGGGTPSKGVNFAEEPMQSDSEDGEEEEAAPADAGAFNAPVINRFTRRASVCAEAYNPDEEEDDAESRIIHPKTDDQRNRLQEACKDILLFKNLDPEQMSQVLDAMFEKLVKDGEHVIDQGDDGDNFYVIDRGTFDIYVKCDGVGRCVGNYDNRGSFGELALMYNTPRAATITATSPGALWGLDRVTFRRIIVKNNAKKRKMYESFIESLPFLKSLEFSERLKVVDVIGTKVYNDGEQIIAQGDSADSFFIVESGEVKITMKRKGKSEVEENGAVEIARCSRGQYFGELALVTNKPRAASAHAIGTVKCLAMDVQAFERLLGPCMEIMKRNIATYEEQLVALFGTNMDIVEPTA
OPRM1-OPRD1 inv – inverse agonists of human mu-delta opioid receptor heterodimerization; P35372+P41143; AID 504357; cell-based MOR-DOR heterodimer luminescence, inverse agonism; 340,000 compounds, 0.21% hits; inhibition, % at 9.3 µM; in the data active = inhibition above about 22%, passing the limit was not always enough;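 also: 0% = cells with DMSO and 100% = wells without cells with DMSO; values of inactives mirror those of a sister screen read the other way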
V-ATPase pHluor – yeast V-ATPase proton transport regulation by pHLuorin; 350,000 compounds, 0.37% hits; S. cerevisiae, pHLuorin cytosolic pH fluorescence; response, % at 10 µM; in the data active = response mostly above about 7.3%, no sharp cut-off; inactive = mostly below about 5.4%; also: actives read high; inactives centre near 0; some compounds called inactive have numbers as strong as hits; reference of the scale not given here
HTR5A ag ctr – counter-screen for OPRM1-OPRD1 agonists: human HTR5A agonism; P47898; HTR5A agonist assay, luminescence, cell-based; activation, % at 9.3 µM; 340,000 compounds, 0.61% hits; AID 504692; in the data active = activation mostly above about 9.5%, no sharp cut-off; inactive = mostly below about 7.6%;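 also: 0% = cells with vehicle only and 100% = reference agonist; strong numbers were not always called active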
Target sequence (P47898 whole entry, looked up): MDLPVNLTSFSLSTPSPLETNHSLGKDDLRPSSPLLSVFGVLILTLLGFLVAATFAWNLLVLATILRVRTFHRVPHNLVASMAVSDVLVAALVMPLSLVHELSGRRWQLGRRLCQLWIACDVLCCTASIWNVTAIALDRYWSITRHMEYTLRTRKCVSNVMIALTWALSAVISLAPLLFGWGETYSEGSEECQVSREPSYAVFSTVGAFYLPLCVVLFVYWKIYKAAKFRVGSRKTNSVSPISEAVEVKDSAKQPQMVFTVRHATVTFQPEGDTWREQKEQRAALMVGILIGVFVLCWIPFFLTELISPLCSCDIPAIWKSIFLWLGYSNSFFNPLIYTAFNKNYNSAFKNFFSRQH
MOR-DOR ag – agonists of human mu-delta opioid receptor heterodimerization; 340,000 compounds, 0.3% hits; cells, OPRM1-OPRD1 heterodimerization, luminescence; AID 504326; activation, % at 9.3 µM; in the data active = activation above about 18%;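 also: 0% = vehicle-treated cells and 100% = reference agonist; values of inactives mirror those of a sister screen read the other way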
PKA-R1A activ – PKA-R1A complex activation. P00514+P68181. PKA-R1A dissociation, Cy5-IP20 fluorescence polarization; scaled: DMSO 0%, 113 µM cGMP 100%. activation, % at 11.4 µM. 340,000 compounds, 0.083% hits. AID 504707;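 active = percent activation above the mean of all tested compounds plus 3 SD, cut at about 19% in these data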;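 also: higher means more PKAc released from R1A so a rise in polarization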
Pemphigus Ab inh – blocks pemphigus antibody binding to human desmoglein-3. DSG3-coupled beads, scFv-anti-DSG3-GFP binding, flow cytometry; stronger effect = lower value. binding (percent of control), % at 10 µM. 310,000 compounds, 0.48% hits;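 active = binding more than 3 SD below its plate's average and above zero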; also: some compounds called inactive have numbers as strong as hits
HTR5A inv ctr – inverse agonist of human HTR5A in OPRM1-OPRD1 counter-screen; HTR5A cell line, luminescence, inverse agonism; inhibition, % at 9.3 µM; 340,000 compounds, 0.083% hits; AID 504634; in the data active = inhibition mostly above about 23%, no sharp cut-off; inactive = mostly below about 18%;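 also: 0% = cells with DMSO and 100% = no-cell wells with DMSO; some compounds called inactive have numbers as strong as hits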
Active calls of the source: *; . = not tested or not shown.

SMILES	Arr AP2 block	DAGLB inh	PKA-R2B act	OPRM1-OPRD1 inv	V-ATPase pHluor	HTR5A ag ctr	MOR-DOR ag	PKA-R1A activ	Pemphigus Ab inh	HTR5A inv ctr
CCCCN(Cc1nc2ccccc2c(=O)[nH]1)C(=O)CN1C(=O)NC2(CCCCC2)C1=O	-1	1	6	8	1	-1	-2.0	0	106	4
CC(CC(=O)NCc1cccnc1)c1ccccc1 (configuration not stated)	4	2	8	22	4	-2	-4.0	-5	111	5
O=C(Nc1ccccn1)NC1CCS(=O)(=O)C1 (configuration not stated)	3	2	-8	1	10	-3	-0.3	-11	101	1
Cc1cccc(NC(=O)CSc2nc3c(oc4ccccc43)c(=O)n2-c2ccccc2)c1	0	-7	-2	4	2	1	-0.8	8	98	-52
COc1ccc(N2CCN(C(=O)C3CCN(S(=O)(=O)c4ccc(F)cc4)CC3)CC2)cc1	46	-2	3	-8	2	0	1.3	5	97	-1
Cc1ccc(-c2nnn(CC(=O)N(c3ccc(F)cc3)C(C(=O)NC(C)(C)C)c3ccco3)n2)o1 (configuration not stated)	18	-2	9	-7	0	2	1.4	6	88	-6
O=C(Nc1ccccc1)C1CCN(C(=O)c2ccccc2)CC1	11	2	-9	-2	-1	0	0.3	6	.	10
O=[N+]([O-])c1ccc(Cl)cc1P(=O)(O)c1cc(Cl)ccc1[N+](=O)[O-]	0	3	-4	5	1	-3	-1.1	-1	97	10
COc1ccc(O)c(CN2CCC(n3nccc3NC(=O)C3CCCC3)CC2)c1	27	2	-6	-7	1	4	1.2	0	.	-17
COc1ccc(C(=O)NCCc2nnc3ccc(SCC(=O)NCc4ccc(F)cc4)nn23)cc1	13	-1	-6	10	3	1	-1.9	-14	97	-5
COC(=O)c1cc(COC(=O)c2ccc(OC)c(S(=O)(=O)N3CCCC3)c2)oc1C	2	-4	-13	11	1	5	-1.9	-15	.	-13
COc1ccc2nc(SCc3cccnc3)c(C#N)cc2c1	12	1	-8	-19	-7	-1	3.4	-10	104	9
O=[N+]([O-])c1ccc(-c2csc(NN=C3CCCC3)n2)cc1	15	0	5	-8	-3	3	1.6	-4	102	12
CN(CC(=O)Nc1ccccc1Br)C(=O)CNC(=O)C1CCCCC1	-1	-2	1	12	3	-2	-3.0	8	.	5
C=CC[C@H](CC(=O)N(CCO)Cc1ccccc1)C(=O)NC[C@@H](OC(=O)[C@@H](CC=C)Cc1ccc(F)cc1)c1ccccc1	10	-8	-9	0	2	-4	0.1	-4	101	12
CC1CCCN(c2ccc(C(=O)Nc3ccc4c(c3)OCO4)cc2[N+](=O)[O-])C1 (configuration not stated)	34	14	-5	-39	2	-1	6.9	3	102	4
O=C(C(=O)N1CCc2ccccc2C1)c1cn(CC(=O)N2CCCCC2)c2ccccc12	14	-1	-7	12	-6	-2	-2.2	-1	121	5
Cc1nn(C)c(C)c1/C=C/C(=O)c1cccs1	-10	-1	-8	8	2	3	-1.4	-1	103	-14
Cc1nc(-c2ccccn2)sc1C(=O)Nc1ccc(Cl)c(Cl)c1	19	-2	7	-7	-9	11	1.3	2	100	-13
O=C(COc1ccc(S(=O)(=O)N2CCOCC2)cc1Cl)NCC1CCCO1 (configuration not stated)	5	0	-4	-8	0	-3	1.0	-2	94	8
Cc1cc(-c2nn(-c3ccccc3F)cc2CN2CCN(c3ccccn3)CC2)c(C)s1	-6	-12	-13	-135	0	-1	28*	-8	123	3
CCc1nc2ccc(C)cc2c(C(=O)Oc2cccc3cccnc23)c1C	22	-12	-8	7	5	-4	-1.6	3	95	11
CSc1ncccc1C(=O)OCC(=O)Nc1ccc(N2CCOCC2)cc1	-10	2	-3	4	2	-2	-0.7	-3	131	7
Cc1nn(-c2ccccc2)c(Cl)c1C(=O)Nc1nnc(C2CCCCC2)s1	28	-3	-5	18	-6	5	-3.4	-21	107	-22

Record cards, as listed above:
`CCc1nc2ccc(C)cc2c(C(=O)Oc2cccc3cccnc23)c1C` is listed as Arr AP2 block = 22; DAGLB inh = -12; PKA-R2B act = -8; OPRM1-OPRD1 inv = 7; V-ATPase pHluor = 5; HTR5A ag ctr = -4; MOR-DOR ag = -1.6; PKA-R1A activ = 3; Pemphigus Ab inh = 95; HTR5A inv ctr = 11
`O=[N+]([O-])c1ccc(-c2csc(NN=C3CCCC3)n2)cc1` is listed as Arr AP2 block = 15; DAGLB inh = 0; PKA-R2B act = 5; OPRM1-OPRD1 inv = -8; V-ATPase pHluor = -3; HTR5A ag ctr = 3; MOR-DOR ag = 1.6; PKA-R1A activ = -4; Pemphigus Ab inh = 102; HTR5A inv ctr = 12

Next structures follow:
SMILES	Arr AP2 block	DAGLB inh	PKA-R2B act	OPRM1-OPRD1 inv	V-ATPase pHluor	HTR5A ag ctr	MOR-DOR ag	PKA-R1A activ	Pemphigus Ab inh	HTR5A inv ctr
CC1(c2nnc(-c3cccc(Cl)c3)o2)CC(c2c(Cl)cccc2Cl)=NO1 (configuration not stated)	10	-7	-4	11	0	-3	-1.9	-8	101	9
OC(c1ccccc1)(c1ccccc1)C1CCN(C(=S)NC2CCCC2)CC1	-6	1	-4	-11	-3	-1	2.3	-7	86	-5
CCc1ccccc1NC(=O)/C(C#N)=C\c1ccc(Sc2ccccc2)o1	-6	-23	-8	0	-1	-4	-0.1	-7	100	12
Cc1[nH]c2ccc(C(=O)OCCN(C)C)cc2c1C	-9	0	-17	17	-3	4	-4.1	-3	107	-2
NS(=O)(=O)c1ccc(NC(=S)NC(=O)/C=C/c2cccs2)cc1	-19	-2	-2	9	-2	-6	-1.8	-4	97	1
COc1cccc(CNS(=O)(=O)c2cc(Br)cc3c2N(C(C)=O)C(C)C3)c1 (configuration not stated)	2	0	5	14	-1	0	-2.5	5	103	-5
CCOC(=O)c1cc(/C(C)=N/OC(=O)c2ccc(C(C)(C)C)cc2)on1	10	-3	-15	10	6	-4	-2.1	0	.	5
CCCCn1c(-c2cccs2)nc2nc3ccccc3nc21	-5	-3	0	-7	-1	3	1.4	-2	100	-11
CC(C(=O)N1CCN=C1c1ccccc1)N1C(=O)c2ccccc2C1=O (configuration not stated)	15	1	8	-1	-2	4	0.1	10	108	9
Cc1ccccc1C(=O)N1CC(=O)Nc2ccc(F)cc2C1c1ccccc1 (configuration not stated)	-1	0	-3	6	1	1	-1.3	-9	97	-4
CCC/C=N/NC(=O)c1cc(-c2ccccc2)nc2ccccc12	6	-5	-6	12	-2	-5	-2.2	-1	123	4
Cc1cccc(C)c1NC(=O)c1cccc(COc2cc(Cl)ccc2Cl)c1	-6	-4	0	-7	0	-2	1.3	-8	105	6
Cc1ccc(S(=O)(=O)NC2CCCCCC2)cc1C(N)=O	3	-2	-7	-2	3	-1	0.3	2	103	-53
Cc1sc2nc(SCC(=O)C(C)(C)C)n(Cc3ccco3)c(=O)c2c1C	-2	-11	3	2	-1	-1	-0.4	-3	103	3
COc1ccc(N2C[C@H](Cc3ccccc3)[C@@H](CC(=O)Nc3ccccc3)C2=O)cc1	.	-1	-5	.	-1	.	.	-10	110	.
Cc1ccc2nc(NC(=O)C3CCCN(S(=O)(=O)c4cccc5nsnc45)C3)sc2c1 (configuration not stated)	-5	6	-11	-14	3	2	2.5	-4	75	-22
COc1ccc(CNC(=O)C(c2ccco2)N(Cc2cccs2)C(=O)Cc2cccs2)cc1 (configuration not stated)	-4	-3	7	2	2	-2	-0.4	6	95	-11
O=C(COc1ccccc1)NC1CCCN(Cc2ccccc2F)C1 (configuration not stated)	29	-3	8	-2	1	7	0.3	-8	97	8
CC1CN(CCCCSc2ccccc2)CC(C)O1 (configuration not stated)	-2	-2	1	-8	1	4	1.6	-1	113	-11
CCC1CCC2(CC1)NC(=O)N(CC(=O)c1c(C)[nH]c3ccccc13)C2=O (configuration not stated)	-7	3	4	1	-2	4	-0.1	-8	.	-12
COc1ccc(S(=O)(=O)N2CCCCC2)cc1NC(=O)c1ccc(=O)[nH]c1	9	3	-2	5	-2	-1	-0.9	5	106	2
O=C(CSc1nc(-c2ccccc2)c(-c2ccccc2)[nH]1)NCc1ccco1	-2	1	-5	-30	3	-1	5.2	-13	104	-3
CCOC(=O)c1sc(=NC(=O)/C=C/c2ccccc2)n(C)c1C	14	-1	-18	6	0	3	-1.2	2	101	-9
O=C(CN1CCN(S(=O)(=O)N2CCCCC2)CC1)Nc1cc(Cl)cc(Cl)c1	-11	-6	-11	-8	-3	-3	1.1	-8	.	-16
COC(=O)c1c(NC(C)=O)sc(C(=O)Nc2ccccc2C)c1C	6	2	-4	6	1	9	-0.8	-18	100	-12
Cc1csc(=O)n1CCC(=O)OCC(=O)Nc1ccc(N2CCOCC2)cc1	.	-1	-14	.	-1	.	.	9	104	.
O=C(O)/C=C/C(=O)NC1CCS(=O)(=O)C1 (configuration not stated)	-9	-1	-8	17	-2	3	-3.2	-1	112	10
O=C(Nc1ccc(F)c(Cl)c1)Nc1ccc(Cl)cn1	-6	2	-7	-12	2	-2	1.6	-6	101	28
COc1cccc(/C=C2/CCC(CN(C)C)C2=O)c1 (configuration not stated)	17	-5	-2	39	2	-2	-8.9	0	92	7
COc1cc(/C=C/C(=O)OCC(=O)NC2CC2)cc(S(=O)(=O)N2CCc3ccccc32)c1OC	19	-2	2	18	-3	1	-3.8	0	98	-9
Cc1cc(C)cc(-n2nnc3ccccc3c2=O)c1	.	-5	13	.	4	.	.	11	98	.
CN(CC1CCN(CCc2cccc(C(F)(F)F)c2)CC1)C(=O)c1ccc(F)cc1F	-21	-1	1	-74	-1	-1	15	-5	109	4
O=C(CSc1nc2ccc(Cl)cc2o1)NCc1ccc2c(c1)OCO2	6	-1	3	9	-1	0	-2.1	-3	107	6
CCCCCOC(=O)C1C2C=CC3(CN(c4ccccc4C)C(=O)C13)O2 (configuration not stated)	3	-1	-1	13	-2	2	-2.8	-3	111	-2
COc1cc(/C=N/c2oc(C)c(C)c2C#N)cc(Br)c1O	1	1	-4	8	-3	-1	-1.6	2	115	4
Cc1cc(C)c(C(=O)COC(=O)c2cccnc2Cl)c(C)c1	4	-7	-11	0	3	0	0.0	-3	102	-22
Cc1nnnn1-c1ccc(CC(=O)O)cc1	31	-2	5	12	1	-2	-2.1	10	99	4
Cc1ccc2c(c1)-c1c(cnn1CC(=O)N(Cc1ccco1)C1CCCCC1)CO2	5	-10	-9	-24	1	-1	4.1	-1	112	0
Cc1c(NS(=O)(=O)c2cccc(C(=O)Nc3ccc(SC(F)F)cc3)c2)c(=O)n(-c2ccccc2)n1C	-11	-3	-3	2	-5	-3	-0.6	-6	100	9
O=C(c1ccc(=O)[nH]c1)N1CCN(S(=O)(=O)c2cc(C(F)(F)F)ccc2Cl)CC1	23	0	2	11	0	9	-1.8	1	.	-27
CCS(=O)(=O)N1CCC(C(=O)NCCCN2CCCCCC2)CC1	22	2	-2	0	-2	-4	-0.1	-12	100	9
COc1cccc(OC)c1OCCN1CCCC1	4	0	3	14	2	-4	-2.9	6	97	15
CC(C)[C@H](NC(=O)c1ccccc1)C(=O)OCC(=O)Nc1ccc(Cl)cc1C(F)(F)F	-5	-3	7	2	4	1	-0.5	-9	109	-2
